14-3-3 Bad PPI = disrupts binding of bovine 14-3-3 zeta to phospho-Bad peptide. inhibition, % at 21.7 µM. TR-FRET 14-3-3zeta/Dy647-pBad peptide displacement, 1 h. P63103. AID 781. 0.71% of 220,000 active;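 active = inhibition above about 70%, limit read from the data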;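 also: 0% = full 14-3-3 plus peptide FRET controls and 100% = background without 14-3-3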
Target sequence (P63103 whole entry, looked up): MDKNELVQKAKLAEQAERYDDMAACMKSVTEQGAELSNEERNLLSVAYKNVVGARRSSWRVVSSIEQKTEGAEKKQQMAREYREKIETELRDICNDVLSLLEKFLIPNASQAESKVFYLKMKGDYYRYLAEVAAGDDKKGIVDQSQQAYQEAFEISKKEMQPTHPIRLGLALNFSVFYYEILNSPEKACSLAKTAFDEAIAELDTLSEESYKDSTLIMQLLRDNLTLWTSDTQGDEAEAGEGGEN
Hck Nef HTS = inhibitors of human Hck kinase activated by Nef | Recombinant Hck-YEEI plus Nef, Z-Lyte FRET kinase assay | 0.68% of 220,000 active | P08631 | inhibition, % at 20 µM;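 active = Hck-Nef kinase inhibition above about 50%, limit read from the data; inactive = inhibition below that limit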;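 also: 0% = DMSO with Hck plus Nef and 100% = Hck alone without Nef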
Target sequence (P08631 whole entry, looked up): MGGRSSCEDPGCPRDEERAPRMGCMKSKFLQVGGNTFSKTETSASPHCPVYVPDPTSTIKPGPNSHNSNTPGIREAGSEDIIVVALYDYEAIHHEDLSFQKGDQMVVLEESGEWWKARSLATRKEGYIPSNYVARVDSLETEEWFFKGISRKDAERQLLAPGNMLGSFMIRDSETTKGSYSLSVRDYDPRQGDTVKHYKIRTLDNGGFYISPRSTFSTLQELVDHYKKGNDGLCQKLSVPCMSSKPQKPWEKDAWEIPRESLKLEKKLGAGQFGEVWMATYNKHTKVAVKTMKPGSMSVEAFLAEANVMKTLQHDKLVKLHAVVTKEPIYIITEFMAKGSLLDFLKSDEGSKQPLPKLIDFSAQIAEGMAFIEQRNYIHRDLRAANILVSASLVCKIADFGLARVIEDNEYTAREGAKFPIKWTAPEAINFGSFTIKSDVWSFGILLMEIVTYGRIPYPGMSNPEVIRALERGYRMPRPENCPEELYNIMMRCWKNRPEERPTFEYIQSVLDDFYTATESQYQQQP
EP2 antag = blocks the human prostaglandin E2 receptor EP2; P43116; C6 glioma cells expressing human EP2, cAMP TR-FRET; cells stimulated with saturating PGE2; inhibition, % at 25 µM; 0.52% of 260,000 active; AID 1422;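 active = percent inhibition above 40 after rounding to a whole number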;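 also: rat C6 glioma host cells with rolipram phosphodiesterase inhibitor present; the protocol text gives 20 µM as final concentration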
Tb hexokinase = T. brucei hexokinase 1 inhibition. recombinant TbHK1, G6PDH-coupled NADH A340. inhibition, % at 10 µM. 0.11% of 220,000 active. AID 1430;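 active = inhibition of 50% or more in the single-dose primary screen; inactive = inhibition below 50%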
Calpain2 inh = inhibitors of pig calpain II. purified calpain II, fluorogenic peptide substrate, 30 min. inhibition, % at 16 µM. 0.37% of 220,000 active. AID 1236;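 active = inhibition above about 50%, limit read from the data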
eIF4E 4G PPI = blocks eIF4E binding to eIF4G | P63073+Q04637 | TR-FRET eIF4E-eIF4GI(517-606) binding, 2 h | inhibition, % at 21.7 µM | 0.37% of 220,000 active | AID 782;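 active = inhibition above about 30%, limit read from the data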;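 also: 0% = full FRET control wells and 100% = background wells lacking eIF4GI fragment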
Rad51 HR inh = Rad51 (human) homologous recombination inhibition; AID 1385; hRad51 DNA strand exchange, fluorescence dequenching; inhibition, % at 10 µM; Q06609; 0.085% of 200,000 active;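 active = inhibition above 40% at the single screening dose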;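 also: 0% = DMSO control wells and 100% = blanks with heterologous ssDNA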
Target sequence (Q06609 whole entry, looked up): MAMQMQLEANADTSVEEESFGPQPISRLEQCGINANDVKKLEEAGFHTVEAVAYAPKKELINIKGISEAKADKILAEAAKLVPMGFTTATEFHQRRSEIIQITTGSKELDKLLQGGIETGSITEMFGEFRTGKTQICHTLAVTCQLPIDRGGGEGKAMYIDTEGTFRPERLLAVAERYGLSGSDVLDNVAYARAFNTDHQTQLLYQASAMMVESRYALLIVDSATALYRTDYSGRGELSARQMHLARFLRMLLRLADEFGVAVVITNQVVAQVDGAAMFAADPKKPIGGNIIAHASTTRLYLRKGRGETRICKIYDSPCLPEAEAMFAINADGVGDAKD
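material = hRad51 filaments on single-stranded DNA | reagent = Donor/quencher-labelled 47-bp dsDNA substrate | compound = 10 µM final, single point | schedule = strand-exchange reaction 15 min at room temperature | measured by = fluorescein emission 520 nm, excitation 485 nm | read-out basis = % inhibition versus plate control and blank means | benchmarks = plate controls and plate blanks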
zVAD death inh = blocks zVAD induced death of L929 cells; L929 zVAD necroptosis rescue, ATP luminescence, 24 h; with zVAD 60 µM; viability rescue, % at 10 µM; 0.38% of 220,000 active;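 active = activation, scaled between plate controls, above about 75%, limit read from the data; inactive = activation under that limit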;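 also: 0% = zVAD with DMSO and 100% = DMSO alone without zVAD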
EP2 mod = modulates human prostaglandin E2 receptor EP2 signaling | induction, % at 25 µM | AID 940 | 0.83% of 260,000 active | EP2-expressing cells, cAMP HTRF FRET, PGE2 co-stimulation;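 active = compounds whose cAMP rise, as percent of the full-agonist control response, exceeds 60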;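 also: rat C6 glioma line stably carrying human EP2 under a CMV promoter; the protocol text gives 20 µM as final concentration; 100% = response of wells given 1 µM PGE2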
* hit, by the source's call; . = not tested or not shown; & = joins results of further samples; [ ] = dose if it differs, or a comment.

The opening 3 records (preview)
SMILES | 14-3-3 Bad PPI | Hck Nef HTS | EP2 antag | Tb hexokinase | Calpain2 inh | eIF4E 4G PPI | Rad51 HR inh | zVAD death inh | EP2 mod
O=C(CSc1nccn1-c1cccc(Cl)c1)Nc1ccc2c(c1)OCCO2 | 14 | 2 | 10 | -1 | -1 | -1 | -2 | 1.4 | -14
COC(=O)Nc1ncc(CN2CCC(c3ccccc3)CC2)s1 | -3[fluorescence artefact?] | 1 | 11 | -1 | -10 | 5 | 8 | -0.1 | -35
O=C1CC(c2ccccc2)CC(O)=C1C=NCCN1CCN(C(=O)Nc2ccccc2)CC1 (stereo not drawn) | 6[fluorescence artefact?] | 0 | 4 | -1 | 1 | -1 | -2 | 0.6 | -48

The list itself (from the top)
SMILES | 14-3-3 Bad PPI | Hck Nef HTS | EP2 antag | Tb hexokinase | Calpain2 inh | eIF4E 4G PPI | Rad51 HR inh | zVAD death inh | EP2 mod
O=C(CSc1nccn1-c1cccc(Cl)c1)Nc1ccc2c(c1)OCCO2 | 14 | 2 | 10 | -1 | -1 | -1 | -2 | 1.4 | -14
COC(=O)Nc1ncc(CN2CCC(c3ccccc3)CC2)s1 | -3[fluorescence artefact?] | 1 | 11 | -1 | -10 | 5 | 8 | -0.1 | -35
O=C1CC(c2ccccc2)CC(O)=C1C=NCCN1CCN(C(=O)Nc2ccccc2)CC1 (stereo not drawn) | 6[fluorescence artefact?] | 0 | 4 | -1 | 1 | -1 | -2 | 0.6 | -48
N#Cc1c(N)sc(=S)c2c1CCCCC2 | 38 | 0 | 21 | 8 | -50 | 2 | -16 | 0.0 | -8
CCOc1cc(C(=O)Nc2ccccc2N2CCOCC2)ccc1OCC(=O)N1CCCCC1 | -3 | -37 | 4 | 7 | 14 | 3 | 1 | 0.3 | -16
COc1ccc(CCNC(=O)COc2ccc(S(=O)(=O)N3CCCC3)cc2)cc1 | -10 | 20 | 8&14 | -4 | -4 | 0 | 2 | 0.0 | 2&-1
CCC(C)(C(=O)NC1CCCC1)N(Cc1cccs1)C(=O)c1ccc2c(c1)OCO2 (stereo not drawn) | 5[fluorescence artefact?] | 2 | 3 | 0 | 13 | 2 | 16 | . | 38
COc1ccc(S(=O)(=O)N2CCN=C2SCc2cccnc2)cc1 | -10 | 24 | 5 | 0 | -33 | 1 | 18 | -1.5 | 30
N#CCSc1nccc(/C=C/c2ccccc2)n1 | 1 | 19 | 5 | -32 | 10 | -2 | 5 | 1.7 | -25
Cc1nc2c3c(sc2c(=O)[nH]1)NC(=O)CC3c1ccccc1Cl (stereo not drawn) | 0 | 0 | 6 | -5 | 2 | 1 | -26 | 0.2 | 3
Cc1noc(C)c1C(=O)N1CCN(CCc2ccccc2)CC1 | -7[fluorescence artefact?] | 0 | 9 | -4 | -3 | 0[fluorescence artefact?] | -3 | -0.3 | -1
O=C(Cc1ccccc1)NNC(=O)Nc1cccc(Cl)c1 | 11[fluorescence artefact?] | 1 | 11 | -1 | -7 | -1[fluorescence artefact?] | 5 | 0.3 | 14
COc1ccc(NC(=O)O/N=C/c2c(C)nn(C(C)(C)C)c2C)cc1 | -3 | 14 | 14 | 10 | 27 | 0 | 23 | 21 | -49
Cc1coc(C)c1C(=O)CC1(O)C(=O)Nc2cc(Cl)cc(Cl)c21 (stereo not drawn) | 1 | 3 | 10 | 3 | 7 | 8 | 2 | -0.3 | 11
CCN1C(=O)C2(SC(NC(C)=O)=NN2C(C)=O)c2cc(C)ccc21 (stereo not drawn) | 17 | 0 | 3&11 | 1 | 31 | 6[fluorescence artefact?] | 5 | -0.4 | -19&1
CCOC(=O)c1c(C)oc2ccc(OCc3cc(C(=O)OC)oc3C)cc12 | -2 | 0 | 13 | 1 | -4 | 2 | 0 | -0.3 | 35
COc1cc(NC(=O)c2cc(OC)c(OC)c(OC)c2)c(OC)cc1NC(=O)CN1CCCCC1 | -6 | -26 | 13 | -20 | -22 | -18 | -3 | 0.4 | -9
Cc1nc(C)c(C(=O)N/N=C/c2cc(Br)ccc2O)s1 | -5 | 5 | 8 | -12 | -10 | 6 | 13 | 2.0 | -44
COc1cccc(N(C(=O)CNC(=O)c2ccco2)C(C(=O)NC2CCCCC2)c2ccncc2)c1 (stereo not drawn) | 13 | -1 | 8 | -2 | 19 | 12 | -2 | 1.2 | 3
O=C(CSc1nnc2scc(-c3ccccc3)n12)Nc1nsc(-c2ccc(Cl)cc2)n1 | . | 29 | 17 | 38 | . | . | -3 | 0.1 | .
CCOc1ccccc1NC(=O)Nc1cccc(NC(C)=O)c1 | -3 | 14 | 11 | -1 | -8 | 0 | . | 2.1 | -25
C/C(CCc1ccccc1)=N\NC(=O)COc1ccccc1C | -19 | 11 | 5 | 0 | 22 | 2 | 30 | 0.5 | 13
O=C(N/N=C/c1cn(-c2ccccc2)nc1-c1ccc2c(c1)OCCO2)c1ccncc1 | 21 | 28 | 3 | -7 | -110 | 7 | 3 | 7.4 | -21
COc1cccc(N2CC(=O)N(NC(=O)CSc3nc(C)cc(C)c3C#N)CC2=O)c1 | -3 | 1 | 10 | -3 | -22 | 3[fluorescence artefact?] | . | 0.2 | 9
Cn1c(=O)n(C)c2cc(C(=O)O)ccc21 | -13[fluorescence artefact?] | 3 | . | 0 | -15 | 4[fluorescence artefact?] | . | 0.0 | 8
SMILES | 14-3-3 Bad PPI | Hck Nef HTS | EP2 antag | Tb hexokinase | Calpain2 inh | eIF4E 4G PPI | Rad51 HR inh | zVAD death inh | EP2 mod
Cc1ccc(C)c(NC(=O)CCn2cnnn2)c1 | -10 | 18 | 7 | 0 | -15 | -1 | -3 | 3.1 | 14
Cn1c2c(c(=O)n(C)c1=O)C(c1ccc(Br)cc1)Nc1ccccc1O2 (stereo not drawn) | 2 | 2 | 8 | -1 | -1 | 2 | 7 | 0.7 | 10
COc1ccc(C2CCCN2C(=S)Nc2ccc(C)cc2C)cc1OC (stereo not drawn) | 3 | -10 | 4 | -6 | 41 | 1 | . | -0.9 | -34
CCOC(=O)c1cc2c(C)[nH]c(C)c2cc(C(=O)OCC)c1=O | 1 | 0 | 9 | -9 | -15 | -3 | -17 | 1.6 | 7
Cc1nn(Cc2ccccc2Cl)c2sc(C(=O)NCc3ccc4c(c3)OCO4)cc12 | -8[fluorescence artefact?] | 2 | 12 | -15 | -21 | -6 | 1 | -0.8 | 13
COc1ccccc1-c1coc2c(CN3CCN(CCO)CC3)c(O)ccc2c1=O | . | 0 | 13 | -25 | . | . | 1 | -0.1 | .
CCOC(=O)c1c(NC(=O)CN2CCN(C)CC2)sc(C(=O)Nc2ccccc2)c1C | 0 | 1 | 9 | -9 | -92 | 0 | 14 | -1.3 | -33
COc1ccc(CCN=C2SCC(=O)N2Cc2ccccc2)cc1OC | -12 | 23 | 18 | 1 | -12 | 3 | -4 | 2.0 | 50
CCCC[n+]1ccn(-c2nc3ccccc3nc2[N-]S(=O)(=O)c2ccc(C)cc2)c1 | 14 | 18 | 6 | -8 | -175 | -2 | 6 | -0.2 | 49
CCOC(=O)/C(C#N)=C/c1ccc(OC(=O)c2ccco2)c(OCC)c1 | 8 | 0 | 11 | -1 | -9 | -1 | 11 | -0.1 | 0
Cc1ccc(NC(=O)CSc2ccc(-c3ccccn3)nn2)cc1 | -8 | -22 | 3 | 7 | 6 | 1 | 4 | 0.9 | -50
C=CCN1C(c2ccccc2)=CS/C1=C(\C#N)c1nnc2n1CCCCC2 | 21 | -2 | 5 | -42 | 13 | -2 | 10 | 1.3 | 27
Cc1ccccc1NC(=O)c1cc(N)ccc1N1CCCCC1 | -11 | -2 | 6 | 0 | 18 | -4 | . | 0.0 | 43
Cn1c(=O)cc(SCC(=O)N2CCCC2)c2cc(Cl)ccc21 | 0 | 0 | 20 | -12 | -34 | -4 | -1 | 20 | 11
CC(C)C(NC(=O)OCc1ccccc1)C(=O)OCC(=O)N1C(C)CCCC1C (stereo not drawn) | 7 | -4 | 12 | 0 | -4 | -1 | 7 | 0.9 | 27
Cc1ccc([N+](=O)[O-])cc1N=C(c1ccc([N+](=O)[O-])cc1)N1CCOCC1 | -13 | 3 | 5 | 19 | -2 | 2 | -3 | 0.7 | 16
CCCc1nc2ccccc2n1C(=S)SC | 0 | 13 | 5 | -9 | -12 | 2 | . | 0.2 | 8
Cc1ccc(CNS(=O)(=O)c2ccc(C(F)(F)F)cc2)n1C | -8 | -8 | 4 | -3 | -12 | -4 | -11 | 1.9 | 1
CC(=O)Nc1ccc(-n2c(C)nc(=O)c(-c3ccccc3)c2C)cc1 | 6 | 1 | 12 | 4 | 3 | -6 | -3 | 1.6 | 23
COc1ccc(CCNC(=O)C2CC(=O)N(C3CCCC3)C2)cc1OC (stereo not drawn) | 6 | 3 | 12 | 2 | -33 | -5[fluorescence artefact?] | 7 | 0.7 | 22
CCn1c(CNC(=O)c2cccs2)n[nH]c1=S | -1 | 3 | 16 | 1 | -8 | -3 | . | 0.2 | 30
CC1CCC(C(C)C)C(OC(=O)COC(=O)c2cccn2C)C1 (stereo not drawn) | 1 | 5 | 18 | 32 | 17 | 11 | 5 | -0.1 | 40
COc1ccc(NC(=O)COC(=O)Cc2ccccc2[N+](=O)[O-])cc1OC | -2 | 16 | 7 | -1 | -15 | 0 | -7 | 9.4 | -48
CCOC(=O)CC(=O)CSc1nc(N)c(C#N)c(-c2ccc(Cl)cc2)c1C#N | -8[fluorescence artefact?] | 0 | 7 | -10 | -101 | -28 | -6 | 0.9 | -8
O=[N+]([O-])c1ccc(Oc2cnc3ccccc3n2)cc1 | 0 | 21 | 14 | 22 | -31 | 6 | 4 | 1.1 | -48
SMILES | 14-3-3 Bad PPI | Hck Nef HTS | EP2 antag | Tb hexokinase | Calpain2 inh | eIF4E 4G PPI | Rad51 HR inh | zVAD death inh | EP2 mod
FC(F)(F)c1cc(-c2ccc(Cl)cc2)nc2ncnn12 | 10[fluorescence artefact?] | -2 | 14 | -26 | -251 | 7 | 9 | -0.9 | -12
CCC(C)N(C)C1CCN(C(=S)Nc2ccc(OC)cc2)CC1 (stereo not drawn) | -15 | 19 | 4 | -4 | -19 | 2 | 21 | 1.7 | 2
Cc1nc(C2CC(=O)OC23CCCCC3)cs1 (stereo not drawn) | -1 | 1 | 10 | -8 | -9 | 1 | -1 | 0.8 | -6
CCn1c(O)c(C=Nc2ccccc2)sc1=O | -3 | 15 | 11&3 | -9 | -13 | 4 | -103 | -0.1 | -9&-32
COc1ccc(CC(=O)c2ccccc2C(=O)O)cc1 | -5 | 2 | -5 | 4 | 4 | -6 | -5 | 0.1 | -3
COc1ccccc1CSc1ncc(-c2ccc([N+](=O)[O-])cc2)[nH]1 | -6 | -1 | 86* | -14 | 36 | 2 | -18 | 2.4 | -89
CCc1ccc(C2C(C#N)=C(N)N(N3CCOCC3)C3=C2C(=O)CC(C)(C)C3)s1 (stereo not drawn) | -11 | 19 | 9 | -4 | -4 | -2 | 14 | -0.9 | -32
Cn1cc(Cl)c(C(=O)N2CCN(c3ncccn3)CC2)n1 | 13[fluorescence artefact?] | 0 | 9 | -5 | -16 | -3[fluorescence artefact?] | 0 | 0.1 | 38
O=C(CSc1ccccc1[N+](=O)[O-])NC1CCS(=O)(=O)C1 (stereo not drawn) | -1 | -2 | 5 | 0 | 22 | 3[fluorescence artefact?] | . | -0.3 | 22
O=S(=O)(c1ccc(F)cc1)n1ccc(-c2cccc(OCc3c(F)cccc3Cl)c2)n1 | 17 | 1 | 11 | -8 | 41 | -5 | -1 | 0.5 | 3
Cc1csc(N/N=C/c2ccc(O)c([N+](=O)[O-])c2)n1 | 1[fluorescence artefact?] | -3 | 3 | -31 | 11 | 15[fluorescence artefact?] | -3 | 0.3 | 8
Clc1ccc(-c2cc(-c3ccccn3)on2)c(Cl)c1 | -1 | 24 | 9 | -5 | -13 | -2 | 9 | -0.1 | -1

Assay outcomes deposited in PubChem BioAssay by several laboratories.

This is a subset; rates above refer to the full screens.
